Screens from PubChem.
TLR4 MyD88 comp: inhibitors of TLR4-MyD88 association in cells, primary screen, cell-based, HeLa CL3-4, BLA complementation, FRET ratio; inhibition, % at 8.4 µM; HeLa CL3-4 TLR4/MyD88 BLA complementation; Toll-like receptor 4 (Homo sapiens) + Myeloid differentiation primary response protein …; 0.18% of 200,000 active; in the data active = inhibition above about 25%;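 note: 0% = vehicle and 100% = reference inhibitor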
Diaph act CS: compounds boosting diaphorase resazurin reduction – biochemical, uHTS, resorufin fluorescence, counter-screen for diaphorase-coupled primary assays, primary screen; Diaphorase/resazurin coupled assay, 16 min; active compounds read high; 1 = vehicle wells, 0 = NADH-free wells; AID 1229, 2008; 0.005% of 190,000 active; activation factor at 20 µM;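 active = diaphorase activity raised at least twofold by the compound at 20 µM; inactive = activation factor below 2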
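Test system: Clostridium kluyveri diaphorase, purified enzyme. Buffer or medium: 50 mM HEPES pH 7.4 buffer plus MgCl2 and Tween 20. Also added: 0.114 mM NADH and 0.1 mM resazurin, final amounts. Dosing: compound 20 µM once, DMSO 1%. Schedule: 16 min enzyme reaction, ambient temperature. Detection: fluorescence of resorufin, 544 nm excitation, 590 nm emission.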
FLuc act counter: FLuc activators, initial screening, artefact control for FLuc-dependent activation tests, biochemical, ATPlite luminescence; ATPlite luciferase biochemical, 10 min; 0 = ATP-free wells, 1 = DMSO control; 200,000 tested, under 10 active; AID 1027, 2008; Luciferin 4-monooxygenase (Photinus pyralis), P08659; activation factor at 10 µM;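 active = luciferase activation factor, scaled between plate controls, of at least 2 with compound at 10 µM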
Target sequence (P08659 whole entry, looked up): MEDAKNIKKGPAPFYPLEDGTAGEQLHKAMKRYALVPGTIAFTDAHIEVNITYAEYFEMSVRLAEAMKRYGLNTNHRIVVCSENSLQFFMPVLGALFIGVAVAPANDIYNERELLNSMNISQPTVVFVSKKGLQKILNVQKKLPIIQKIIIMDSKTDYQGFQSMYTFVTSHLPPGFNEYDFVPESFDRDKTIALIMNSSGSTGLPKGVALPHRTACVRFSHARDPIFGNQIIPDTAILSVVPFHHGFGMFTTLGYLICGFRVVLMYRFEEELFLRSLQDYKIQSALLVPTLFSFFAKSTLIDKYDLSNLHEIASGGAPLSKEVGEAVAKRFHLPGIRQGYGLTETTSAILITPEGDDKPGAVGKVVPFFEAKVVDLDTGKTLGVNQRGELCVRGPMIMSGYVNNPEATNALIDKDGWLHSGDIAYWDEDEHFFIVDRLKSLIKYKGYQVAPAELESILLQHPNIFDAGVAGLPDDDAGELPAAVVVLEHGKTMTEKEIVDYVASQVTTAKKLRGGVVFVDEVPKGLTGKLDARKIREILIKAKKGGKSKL
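System: cell-free luciferase reagent; medium: PBS as buffer for the ATP substrate; doses: test compounds dosed from 2 mM stocks in 100% DMSO; incubation: 10 min, room temperature; measured by: luminescence from luciferase reaction; read-out: luciferase activation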
G6PDH counter: L. mesenteroides G6PDH inhibitors, counter-screen for G6PDH-coupled screening assays, biochemical, Leuconostoc mesenteroides enzyme. inhibition, % at 5 µM. AID 1020, 2008. Purified L. mesenteroides G6PDH, diaphorase/resazurin coupled fluorescence, 45 min. 0.12% of 200,000 active. glucose-6-phosphate dehydrogenase [Leuconostoc mesenteroides]; in the data active = inhibition above about 50%
NF-kB neuron act: activators of NF-kB expression in neurons, primary screen, cell-based, HTS | human neuronal cells, NF-kB reporter expression; active compounds read high | fold change at 12.5 µM | 1.6% of 190,000 active | AID 1239, 2008; in the data active = fold change above about 3.3
Diaph inh CS: diaphorase inhibitors and chemical oxidizers, primary screen, counter-screen for diaphorase-coupled primary assays, biochemical, uHTS, resorufin fluorescence; inhibition, % at 20 µM; AID 1217, 2008; diaphorase resazurin-to-resorufin fluorescence, NADH, 16 min; bacterial (C. kluyveri) enzyme, not human; 0.69% of 190,000 active;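 active = primary screen inhibition at 20 µM above a set limit, cut at about 50% in these data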;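 note: plate controls were DMSO with full reaction for no effect and wells lacking NADH for full effect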
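controls = No-NADH positive control and DMSO neutral control | system = Clostridium kluyveri diaphorase enzyme | timing = reaction incubation of 16 min at room temperature | signal = resorufin fluorescence 544/590 nm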
APP 5UTR inh: inhibitors of APP translation via 5'UTR reporter, primary screen, APP 5'UTR luciferase, SH-SY5Y cells; SH-SY5Y APP 5'UTR-luciferase reporter, luminescence; AID 1285, 2008; inhibition, % at 2 µM; 0.82% of 190,000 active;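 active = inhibition above a set limit, derived from the sample mean plus 3 SD, cut at about 45% in these data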; note: values of inactives mirror those of a sister screen read the other way
STAT1 act: STAT1 signaling activators, primary screen, cell-based, HTS, luciferase reporter; NIH 3T3 STAT1-luciferase reporter, IFN-gamma, luminescence; 100% = IFN-gamma alone, no compound; activation (% of control), % at 5.5 µM; 2.6% of 200,000 active;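 active = activation above the screen-wide mean activation plus 3 SD, cut at about 130% in these data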;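 note: raw ratio to IFN-gamma control signal so 100% means no change and 0% no light; values of inactives mirror those of a sister screen read the other way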
APP 5'UTR act: activators of APP 5'UTR luciferase reporter, primary screen, SH-SY5Y cells; SH-SY5Y APP 5'UTR luciferase reporter, luminescence; zero percent = DMSO vehicle wells; activation, % at 2 µM; 1% of 190,000 active; AID 1276, 2008;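 active = activation above a set limit, based on mean plus 3 SD of controls, cut at about 140% in these data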; note: values of inactives mirror those of a sister screen read the other way
FLuc inh counter: firefly luciferase enzyme inhibitors, primary screen, artefact control for luciferase-based inhibitor screens, biochemical, luminescence, ATPLite | Luciferin 4-monooxygenase (Photinus pyralis), P08659 | 10 min | inhibition, % at 10 µM | 1.5% of 200,000 active | AID 1006, 2008;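 active = inhibition above about 50% when tested at 10 µM, limit read from the data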
An asterisk follows results filed as active; · = not tested or not shown. This is a random part of the collection, and some 5.6% of all compounds hit somewhere here.

SMILES | TLR4 MyD88 comp | Diaph act CS | FLuc act counter | G6PDH counter | NF-kB neuron act | Diaph inh CS | APP 5UTR inh | STAT1 act | APP 5'UTR act | FLuc inh counter
CCOC(=O)CC(NC(=O)Cc1ccccc1)c1ccccc1Cl (stereo unspecified) | 3 | 0.8 | 1.1 | -12 | 1.1 | 17 | -11 | 101 | 11 | -8
CN(C)CCNC(=O)c1ccccc1-c1ccccc1 | 8 | 1 | 1 | -1 | 1.1 | 5 | -13 | 100 | 13 | -1
Cc1c(C(Nc2ccccn2)c2ccc(Cl)cc2)c(=O)n(-c2ccccc2)n1C (stereo unspecified) | -7 | 1.1 | 1 | 4 | 0.36 | -12 | 7 | 108 | -7 | -4
CCOC(=O)C(=NC1CCS(=O)(=O)C1)NNc1ccc(Br)cc1 (stereo unspecified) | -1 | 0.9 | 1 | -1 | 1.2 | 13 | 4 | 92 | -4 | 1
CCC(C)C(=O)Nc1nc2ccc(S(C)(=O)=O)cc2s1 (stereo unspecified) | -3 | 1.1 | 1 | -5 | 0.95 | -12 | -16 | 100 | 16 | 4
O=C(CCC(=O)Nc1ccccc1)NNC(=O)COc1ccccc1 | -21 | 0.9 | 1 | 1 | 0.99 | 8 | 2 | 106 | -2 | -1
CCCNC(=O)CN(Cc1ccccc1F)S(=O)(=O)c1ccc(C)cc1 | -1 | 0.9 | 1.1 | 3 | 0.93 | 10 | -1 | 99 | 1 | -10
CCN1CCN(C(=O)c2cn(CC)c3ccc(S(=O)(=O)N(C)C)cc3c2=O)CC1 | -11 | 0.9 | 1 | 8 | 1.2 | 12 | 6 | 110 | -6 | 0
CCOc1ccc(N2C(=O)C3C(c4ccccc4F)NN(C(=O)c4ccc(C)cc4)C3C2=O)cc1 (stereo unspecified) | 4 | 0.9 | 1 | 19 | 1.1 | 14 | -4 | 98 | 4 | 3
Cc1ccc(Nc2nc(N)nc(CSC(=S)N3CCOCC3)n2)cc1 | -2 | 0.8 | 1.1 | -7 | 2 | 18 | -46 | 126 | 46 | -6
COc1ccc([N+](=O)[O-])cc1C(=O)Nc1ccc(OCC(=O)N2CCOCC2)cc1 | -8 | 0.9 | 1 | -3 | 1.4 | 14 | 0 | 88 | 0 | -2
S=c1[nH]nc(-c2cccs2)n1Cc1ccccc1 | -2 | 0.8 | 1 | 6 | 1.3 | 19 | -10 | 94 | 10 | 4
CN1CCN(C(=O)NC2CCCN2S(=O)(=O)c2ccc(Cl)cc2)CC1 (stereo unspecified) | 5 | 0.8 | 1.1 | -20 | 1.2 | 15 | -12 | 95 | 12 | -8
CNS(=O)(=O)c1cc(OC)c(OC)cc1CC(=O)OC | -9 | 1 | 1.1 | 11 | 1.1 | 0 | -16 | 102 | 16 | -6
O=C(COc1ncnc2ccccc12)Nc1cc([N+](=O)[O-])ccc1Cl | 4 | 0.8 | 1.1 | 4 | 1 | 25 | -10 | 99 | 10 | -5
COC(=O)c1ccc(-c2nc(O)c(C)s2)cc1 | -5 | 1 | 0.8 | 0 | 1.1 | 0 | 3 | 101 | -3 | 15
O=C(CCCNc1ccccc1)N/N=C/c1cccs1 | 2 | 0.8 | 1 | 12 | 1.2 | 22 | -4 | 115 | 4 | 4
COc1cc(/C=N/NC(=O)COc2ccccc2[N+](=O)[O-])ccc1OC(=O)c1ccco1 | -11 | 0.9 | 1 | 19 | 0.81 | 14 | 9 | 102 | -9 | -2
Cc1ccc(-n2c(=O)[nH]cc(C(=O)Nc3ccc4c(c3)OCCO4)c2=O)cc1 | -2 | 1 | 0.9 | 4 | 1.4 | -3 | -1 | 98 | 1 | 8
O=C1SC(SCc2ccccc2)=N/C1=C\c1ccc(C(=O)O)cc1 | 10 | 0.8 | 1 | 7 | 0.94 | 23 | 2 | 97 | -2 | -4
O=C(Nc1cccc(F)c1)c1cccnc1NCCc1ccccc1 | -15 | 0.8 | 1.1 | -12 | 0.77 | 22 | 1 | 115 | -1 | -6
Cc1ccc(C(C(=O)NC(C)(C)C)N(Cc2ccco2)C(=O)CCC(=O)Nc2nccs2)cc1 (stereo unspecified) | -7 | · | · | · | · | · | 4 | 105 | -3 | ·
Cc1cccc(-c2n[nH]c(=S)n2C)c1 | -1 | 0.9 | 1 | 3 | 0.94 | 6 | 7 | 99 | -7 | -3
COCCn1nnnc1C(c1cc2ccc(OC)cc2[nH]c1=O)N1CCN(C2CCCCC2)CC1 (stereo unspecified) | -11 | 1.1 | 1 | 8 | 0.78 | -10 | 6 | 103 | -6 | -3
Cc1ccc(CNC(=O)c2ccc([N+](=O)[O-])o2)cc1 | 16 | 0.9 | 1.1 | 8 | 3.5* | 6 | -5 | 95 | 5 | -8

The closing 2 records of the part before come first, to join the parts.
SMILES | TLR4 MyD88 comp | Diaph act CS | FLuc act counter | G6PDH counter | NF-kB neuron act | Diaph inh CS | APP 5UTR inh | STAT1 act | APP 5'UTR act | FLuc inh counter
COCCn1nnnc1C(c1cc2ccc(OC)cc2[nH]c1=O)N1CCN(C2CCCCC2)CC1 (stereo unspecified) | -11 | 1.1 | 1 | 8 | 0.78 | -10 | 6 | 103 | -6 | -3
Cc1ccc(CNC(=O)c2ccc([N+](=O)[O-])o2)cc1 | 16 | 0.9 | 1.1 | 8 | 3.5* | 6 | -5 | 95 | 5 | -8
COC(=O)c1c(NC(NC(=O)c2ccccc2)(C(F)(F)F)C(F)(F)F)sc2c1CCN(C)C2 | -3 | 1 | 1.1 | -1 | 1.4 | 1 | 17 | 90 | -17 | -6
OCC1(Cc2ccccc2)CCN(Cc2cc3ccccc3o2)CC1 | 4 | 0.7 | 1.1 | 12 | 1.4 | 25 | 8 | 96 | -8 | -6
Cc1cccc(-n2c(C)cc(/C=N/NC(=O)c3ccc(CN4CCOCC4)cc3)c2C)c1 | 8 | 0.9 | 1 | -2 | 1.2 | 14 | 2 | 99 | -2 | -4
CN(c1ccc(C(=O)NCc2cccnc2)cc1)S(C)(=O)=O | -1 | 0.9 | 1.1 | 6 | 1.2 | 6 | 0 | 95 | 0 | -8
Cc1ccc(S(=O)(=O)N2CCCCC2)cc1NC(=O)COC(=O)Cc1c(F)cccc1Cl | -18 | 0.8 | 1.1 | 0 | 0.88 | 18 | -6 | 98 | 6 | -7
O=C(Cn1nnc2ccccc21)OCc1ccccc1 | -18 | 1 | 1 | 8 | 1.1 | 4 | 14 | 102 | -14 | -1
CC(C)(C)c1nc(N2CCN(C(=O)c3ccco3)CC2)c2nnn(Cc3ccccc3)c2n1 | -1 | 0.8 | 1.1 | 14 | 0.69 | 21 | 11 | 97 | -11 | -6
CC1Cc2ccccc2N1C(=O)CN1C(=O)NC(C)(c2ccc3c(c2)OCCO3)C1=O (stereo unspecified) | 13 | 1 | 1 | 5 | 1 | -1 | -1 | 95 | 1 | -1
CCOC(=O)c1cn(C2CC2)c2c(F)c(F)c(F)cc2c1=O | 4 | 1.1 | 1 | 7 | 1.2 | -12 | 18 | 98 | -18 | 3
CCOC(=O)N1CCN(S(=O)(=O)c2ccc(C(=O)Nc3sc4c(c3C#N)CCC4)cc2)CC1 | -7 | 0.8 | 1 | 5 | 0.98 | 19 | -25 | 100 | 25 | 0
CCOC(=O)C1C(CC)NC(=S)NC1(C)O (stereo unspecified) | -13 | 0.9 | 1.1 | 9 | 1.3 | 12 | 12 | 96 | -12 | -8
Cc1ccc(-c2ccc(/C=N\NC(=O)C3C(=O)NCC3c3ccccc3)o2)cc1Cl (stereo unspecified) | -3 | 1 | 1.1 | 9 | 0.66 | -4 | -6 | 102 | 6 | -6
O=C(c1ccccc1Oc1ccccc1)N1CCN(c2ccc(F)cc2)CC1 | -2 | 0.9 | 1.1 | 6 | 0.9 | 10 | -8 | 101 | 8 | -10
COc1ccc(-c2csc(N3CCC(C(N)=O)(N4CCCCC4)CC3)n2)cc1 | 5 | 0.9 | 1.1 | 6 | 0.73 | 10 | -3 | 96 | 3 | -6
CCOc1ccccc1C(=O)NCCCCCC(=O)O | 6 | 0.8 | 1 | -2 | 1.1 | 15 | -5 | 94 | 5 | -3
C/C(=N\Nc1ccc(F)cc1F)c1ccccc1O | 0 | 0.9 | 1 | -1 | 1.2 | 9 | -13 | 126 | 13 | 0
Cc1sc(NC(=O)COc2ccccc2)c(C#N)c1-c1ccccc1 | 1 | 0.8 | 1 | -14 | 1.4 | 16 | -2 | 116 | 2 | -3
O=c1cc(CN2CCc3ccccc32)nc2sccn12 | 7 | 0.8 | 1 | -6 | 0.94 | 24 | -2 | 88 | 2 | -2
CN(C)c1nc(Oc2ccc(=O)[nH]n2)nc(N2CCCCC2)n1 | 10 | 0.9 | 1 | 8 | 0.65 | 8 | 10 | 100 | -10 | -4
Cc1cccc(N(C(=O)Nc2ccccc2)C2=NCC(C)S2)c1 (stereo unspecified) | -7 | 1.1 | 1 | 1 | 1.4 | -9 | · | 96 | · | -3
COc1cccc(Oc2ccc3nnc(C(F)(F)F)n3n2)c1 | -12 | 0.9 | 1 | 8 | 1.3 | 9 | -25 | 101 | 25 | -1
C=CCNc1nc(-c2cc3ccccc3o2)cs1 | 5 | 0.8 | 0.2 | -11 | 7.5* | 25 | -210 | 185* | 210* | 76*
CCOc1ccccc1Nc1nc(-c2sc(C)nc2C)cs1 | -6 | 0.8 | 1.1 | 2 | 1.7 | 19 | -23 | 98 | 23 | -5
CCOC(=O)Cc1csc(NC(=O)C(C)Oc2ccc3c(C)cc(=O)oc3c2)n1 (stereo unspecified) | 5 | 0.9 | 1.1 | 12 | · | 12 | -29 | 85 | 29 | -7
COC(=O)c1ccc(CSc2nnc(NC(=O)C3CC(=O)N(c4ccc5c(c4)OCCO5)C3)s2)cc1 (stereo unspecified) | 7 | 0.8 | 1 | 10 | 0.75 | 16 | -5 | 100 | 5 | -2
CN(C)c1ccc(C=NCCC2(O)CCOC(C)(C)C2)cc1 (stereo unspecified) | -6 | 1 | 1 | 5 | 1.3 | -1 | 13 | 94 | -13 | -4

Compound profiles (already shown):
Shown for CCOC(=O)c1cn(C2CC2)c2c(F)c(F)c(F)cc2c1=O : TLR4 MyD88 comp: 4; Diaph act CS: 1.1; FLuc act counter: 1; G6PDH counter: 7; NF-kB neuron act: 1.2; Diaph inh CS: -12; APP 5UTR inh: 18; STAT1 act: 98; APP 5'UTR act: -18; FLuc inh counter: 3
Shown for O=C(Cn1nnc2ccccc21)OCc1ccccc1 : TLR4 MyD88 comp: -18; Diaph act CS: 1; FLuc act counter: 1; G6PDH counter: 8; NF-kB neuron act: 1.1; Diaph inh CS: 4; APP 5UTR inh: 14; STAT1 act: 102; APP 5'UTR act: -14; FLuc inh counter: -1
